MEKK3 PB1 HTS = MEKK3-MEK5 PB1 interaction, increase or decrease | Q99759 | bead-based flow cytometry, Alexa488-MEK5 binding to MEKK3; actives lie on both sides; 0 = blocked by unlabeled MEK5, 100 = vehicle | binding response (% of control), % at 10 µM | 290,000 compounds, 1.4% hits | AID 1529;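 active = binding response more than 3 SD above or below the average of its plate-row segment, actives on both sides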;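 also: Alexa488 bead fluorescence after subtracting the streptavidin-only scavenger bead signal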
Target sequence (Q99759 whole entry, looked up): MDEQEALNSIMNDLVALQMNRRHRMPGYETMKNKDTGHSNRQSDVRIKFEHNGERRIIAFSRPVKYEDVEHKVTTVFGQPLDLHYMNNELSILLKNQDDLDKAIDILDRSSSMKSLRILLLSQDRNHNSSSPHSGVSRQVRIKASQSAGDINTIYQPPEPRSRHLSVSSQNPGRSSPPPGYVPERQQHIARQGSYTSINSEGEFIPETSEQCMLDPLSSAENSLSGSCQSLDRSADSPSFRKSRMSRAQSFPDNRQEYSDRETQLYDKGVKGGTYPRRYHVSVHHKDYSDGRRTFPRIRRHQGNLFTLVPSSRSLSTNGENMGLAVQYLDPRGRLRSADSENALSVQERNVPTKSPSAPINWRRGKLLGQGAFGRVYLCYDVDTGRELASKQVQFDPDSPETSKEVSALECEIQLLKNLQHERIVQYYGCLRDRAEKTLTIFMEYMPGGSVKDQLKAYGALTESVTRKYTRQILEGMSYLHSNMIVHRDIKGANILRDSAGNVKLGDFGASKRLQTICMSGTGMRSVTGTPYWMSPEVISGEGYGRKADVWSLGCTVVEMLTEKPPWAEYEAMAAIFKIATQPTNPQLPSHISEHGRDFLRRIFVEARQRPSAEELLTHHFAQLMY
FID counter = displaces DNA intercalator in HCV helicase counter-screen. inhibition, % at 7.9 µM. DNA fluorescent intercalator displacement, fluorescence. 290,000 compounds, 0.17% hits. AID 1845; in the data active = inhibition above about 37%;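 also: 0% = vehicle and 100% = reference compound; higher means more ethidium bromide displaced from hairpin DNA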
pCIP destab = p/CIP protein destabilization. F442A p/CIP-EGFP cells, EGFP fluorescence, 16 h. Q05BA5. AID 1984. decrease of EGFP signal, % at 10 µM. 290,000 compounds, 0.01% hits;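 active = EGFP signal decrease of at least 30% at 10 µM or well 3 SD below plate mean, unless failing retest; inactive = the rest, including hits failing retest or dose response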; also: some compounds called inactive have numbers as strong as hits; many of its hits are not listed in these tables
PHOSPHO1 inh = inhibitors of human PHOSPHO1 phosphatase | inhibition, % at 13.3 µM | AID 1565 | recombinant PHOSPHO1, absorbance phosphatase assay | 290,000 compounds, 1.1% hits; in the data active = inhibition above about 60%
IMP-1 inhibitor = blocks Pseudomonas aeruginosa IMP-1 metallo-beta-lactamase; inhibition, % at 5.6 µM; purified IMP-1, nitrocefin hydrolysis, epi-absorbance fluorescence; 290,000 compounds, 0.45% hits; AID 1556;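 active = inhibition above the mean plus 3 SD of all compounds in the same screening run, cut at about 4.5% in these data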;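 also: 0% = IMP-1 with DMSO and 100% = DMSO wells lacking enzyme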
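System: purified recombinant IMP-1 beta-lactamase. Medium: Zinc- and detergent-supplemented HEPES buffer, pH 7.1. Compound: one 5.6 µM dose […]. Schedule: 15 min preincubation plus 25 min reaction at 25 °C. Technique: Epi-absorbance fluorescence, 480 nm excitation, 530 nm emission.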
UBC9 SUMO inh = inhibitors of human SUMOylation (UBC9); HTRF SUMOylation assay, SAE1/SAE2 + UBC9, in vitro; inhibition, % at 35 µM; 290,000 compounds, 0.36% hits; in the data active = inhibition above about 50%, passing the limit was not always enough; also: strong numbers were not always called active
Target sequence (P63279 whole entry, looked up): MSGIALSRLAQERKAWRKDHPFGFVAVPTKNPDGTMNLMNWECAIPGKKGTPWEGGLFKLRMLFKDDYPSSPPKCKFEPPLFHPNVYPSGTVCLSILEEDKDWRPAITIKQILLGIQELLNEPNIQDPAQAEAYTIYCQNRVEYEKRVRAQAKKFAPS
NS3 helicase inh = HCV NS3 helicase inhibition; NS3 helicase DNA unwinding, Cy5 molecular beacon fluorescence; inhibition, % at 10.9 µM; 290,000 compounds, 0.56% hits;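 active = inhibition above the mean of all tested compounds plus 3 SD, set per campaign, cut at about 35% in these data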;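 also: 0% = DMSO wells and 100% = thioflavine S control wells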
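assay system = NS3 helicase fragment of HCV | buffer or medium = MOPS pH 6.5, MgCl2, DTT, Tween20, BSA | timing = 60 min unwinding reaction at 25 °C after ATP addition | signal = Cy5 beacon fluorescence read at start and 1 h | read-out basis = % inhibition of unwinding | control set = low DMSO, high thioflavine S at 110 µM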
VIM-2 inh = inhibitors of Pseudomonas aeruginosa VIM-2 metallo-beta-lactamase; purified VIM-2, nitrocefin hydrolysis, epi-absorbance fluorescence; inhibition, % at 5.6 µM; 290,000 compounds, 0.89% hits;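 active = inhibition above the mean of all tested compounds plus 3 SD, cutoff set per screening run, cut at about 7.5% in these data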;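 also: red hydrolysis product quenches plate fluorescence so inhibitors raise well fluorescence; 0% = enzyme with DMSO and 100% = DMSO without enzyme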
IDE act = activators of human insulin-degrading enzyme in cells | P14735 | HEK cells, FAbeta-B cleavage, fluorescence polarization; 0% vehicle, 100% cell-free pure enzyme wells | activation, % at 5.96 µM | 340,000 compounds, 0.073% hits | AID 493087;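 active = activation above the mean of all tested compounds plus 3 SD, set per screening campaign, cut at about 17% in these data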
* hit, by the source's call; nt = not tested or not shown. Not all compounds are listed; the hit share may differ from the screen's.

compound	MEKK3 PB1 HTS	FID counter	pCIP destab	PHOSPHO1 inh	IMP-1 inhibitor	UBC9 SUMO inh	NS3 helicase inh	VIM-2 inh	IDE act
O=C(Nc1ccc(F)cc1F)C1(c2cccs2)CCOCC1	107.0	-4.8	12.0	-19.4	-1.4	-3.5	9.9	-2.1	-1.4
COc1ccccc1-c1c(C(F)(F)F)oc2cc(OCC(=O)Nc3cc(C)ccc3C)ccc2c1=O	94.0	0.1	-9.2	-3.9	-3.9	-92.0	-6.9	-4.2	nt
CCCNc1nc2c(c(=O)n(C)c(=O)n2C)n1CCC(C)C	nt	-17.5	-9.3	-1.5	0.2	-11.8	4.6	-1.7	2.2
COc1ccc(-c2nn(-c3ccccc3)cc2C(=O)Nc2ccc(C(=O)O)cc2)cc1	109.0	-24.0	-4.0	23.0	-3.2	-1.8	-25.9	-2.4	3.1
CCOC(=O)c1cnc2ccccc2c1Nc1cccc(C(=O)O)c1	97.0	-2.6	2.4	-14.1	-1.1	10.1	-0.2	-1.0	1.0
CC(=O)N1CCC(O)(c2cccc(C(F)(F)F)c2)CC1	72.0	-4.3	2.3	9.6	-2.4	22.6	-1.3	-1.9	-2.4
COc1ccc(NC(=O)CC2SC3=NCCN3C2=O)cc1 (stereo not given)	101.0	-2.5	-2.4	28.7	-1.0	6.8	-0.3	-0.1	-1.8
COC(=O)NNC(=O)c1ccc(Cl)cc1Cl	96.0	-1.1	1.5	-8.6	-1.9	-4.4	-0.4	-1.2	3.3
COc1ccc(CC(=O)Nc2cccc(C)n2)cc1OC	95.0	-12.5	-11.4	16.5	0.4	26.6	1.2	1.8	-2.9
COc1ccccc1NC(=O)Cn1c(=O)oc2cc(S(=O)(=O)N3CCCC3)ccc21	104.0	-10.6	-18.3	4.7	-3.5	17.9	-2.2	-1.8	3.2
COc1ccc(C(=O)N2CCN(C(=O)c3ccncc3)CC2)cc1	102.0	-3.2	-15.7	-4.6	-3.1	5.7	7.2	-3.1	1.3
C=CCn1c(-c2cccc3ccccc23)n[nH]c1=S	106.0	-9.4	-2.2	95.0*	-4.5	10.4	7.3	-5.5	2.0
O=C(COC(=O)CNC(=O)c1ccc(Cl)cc1)Nc1ccc2c(c1)OCCO2	90.0	-13.1	-7.1	-25.0	0.9	5.9	6.0	-1.7	-3.4
O=C(NCC(=O)N1CCC2(CC1)NCCc1[nH]cnc12)c1ccccc1F	95.0	-5.9	13.5	17.4	-3.1	0.8	-3.8	-2.0	-3.0
COc1ccc(CCNC(=O)Cn2nnc(-c3cccc(OC)c3OC)n2)cc1OC	101.0	-16.6	0.0	3.2	-1.2	7.2	-13.4	-0.9	4.3
COc1ccc(C2=NS(=O)(=O)N(C)C(C(=O)N3CCOCC3)=C2)cc1	102.0	-4.4	0.3	33.4	-2.9	8.9	-15.2	-3.4	6.4
O=S(=O)(/C=C/c1ccccc1)NCc1ccccc1Cl	92.0	-10.3	-1.9	8.7	-0.9	8.4	-0.9	-3.7	4.8
CCNc1nc(Oc2ccc(C(=O)OCC)cc2)nc(SC)n1	102.0	-15.6	-6.0	6.8	-1.9	-14.0	21.3	2.6	2.4
O=C(Nc1ccc(SC(F)(F)F)cc1)c1ccccn1	104.0	0.7	1.2	2.5	-2.9	2.3	1.0	-2.6	-0.9
CCOC(=O)Cc1csc(NC(=O)CN2C(=O)c3ccccc3C2=O)n1	99.0	-9.8	-1.9	45.9	-0.8	10.5	8.1	-2.2	-2.9

Taken from the listing for reference:
compound	MEKK3 PB1 HTS	FID counter	pCIP destab	PHOSPHO1 inh	IMP-1 inhibitor	UBC9 SUMO inh	NS3 helicase inh	VIM-2 inh	IDE act
O=C(Nc1ccc(SC(F)(F)F)cc1)c1ccccn1	104.0	0.7	1.2	2.5	-2.9	2.3	1.0	-2.6	-0.9
CCOC(=O)Cc1csc(NC(=O)CN2C(=O)c3ccccc3C2=O)n1	99.0	-9.8	-1.9	45.9	-0.8	10.5	8.1	-2.2	-2.9

Four entries from above, ordered by heavy-atom count, low to high:
compound	MEKK3 PB1 HTS	FID counter	pCIP destab	PHOSPHO1 inh	IMP-1 inhibitor	UBC9 SUMO inh	NS3 helicase inh	VIM-2 inh	IDE act
O=C(Nc1ccc(SC(F)(F)F)cc1)c1ccccn1	104.0	0.7	1.2	2.5	-2.9	2.3	1.0	-2.6	-0.9
CCOC(=O)Cc1csc(NC(=O)CN2C(=O)c3ccccc3C2=O)n1	99.0	-9.8	-1.9	45.9	-0.8	10.5	8.1	-2.2	-2.9
O=C(NCC(=O)N1CCC2(CC1)NCCc1[nH]cnc12)c1ccccc1F	95.0	-5.9	13.5	17.4	-3.1	0.8	-3.8	-2.0	-3.0
COc1ccc(CCNC(=O)Cn2nnc(-c3cccc(OC)c3OC)n2)cc1OC	101.0	-16.6	0.0	3.2	-1.2	7.2	-13.4	-0.9	4.3

Carrying on:
compound	MEKK3 PB1 HTS	FID counter	pCIP destab	PHOSPHO1 inh	IMP-1 inhibitor	UBC9 SUMO inh	NS3 helicase inh	VIM-2 inh	IDE act
CCCCN=C(C)C1=C(O)CSC1=O	98.0	3.0	-11.5	4.6	-1.1	4.7	-5.3	-2.5	-4.4
Nc1nc(SCC(=O)Nc2cccc(Oc3ccccc3)c2)n[nH]1	96.0	2.6	-12.6	-34.6	-1.9	5.2	1.7	3.1	7.0
O=C(O)C1C2CCCCC2=C2CCCCC2C1C(=O)O (stereo not given)	106.0	-2.7	4.7	26.9	-1.6	20.1	-3.3	-1.2	3.6
C/C(=N\Nc1nc2ccccc2[nH]1)c1ccc(Cl)s1	99.0	19.4	0.6	23.1	-2.6	-12.2	-24.2	-4.6	-5.0
COc1ccc(-c2cc3ccc(O)cc3oc2=O)cc1OC	101.0	-16.8	10.7	-5.0	-0.7	34.8	14.7	3.0	5.4
Cc1cccc(NC(=O)NCc2ccccn2)c1	111.0	-0.5	-2.5	-22.9	-2.9	-1.3	-4.4	-0.8	1.1
NC(=O)C1(N2CCCCC2)CCN(C(=S)Nc2cc(F)cc(F)c2)CC1	101.0	-1.9	11.0	7.7	-1.6	14.5	1.2	2.2	-0.9
O=C(N/N=C/c1ccccc1OCc1ccccc1Cl)c1cccnc1	102.0	-6.4	9.7	-0.3	-1.6	3.6	-3.1	-4.0	3.5
Cc1ccc(Nc2nc(Oc3ccc(=O)[nH]n3)nc(N(C)C)n2)cc1	99.0	-17.2	-8.0	2.2	-3.7	2.0	2.4	-1.8	3.7
COC(=O)c1ccsc1NS(=O)(=O)c1ccccc1	102.0	-18.2	1.5	19.2	-0.1	12.6	19.1	-1.1	-0.2
Cc1nn(-c2ccccc2)c(C)c1/C=N/n1c(-c2ccc(C(C)(C)C)cc2)n[nH]c1=S	104.0	-12.5	2.8	-126.2	-4.2	-70.4	-2.0	-4.5	-3.0
Cc1cc(C)cc(N(CC(=O)NCc2ccc3c(c2)OCO3)C(=O)CCC(=O)Nc2ccccn2)c1	104.0	-16.1	-11.2	-4.1	-1.4	9.6	0.7	-0.6	1.4
Cc1cc(C)c(S(=O)(=O)N2CCCOC2CNC(=O)C(=O)NCCCn2ccnc2)c(C)c1 (stereo not given)	98.0	1.8	-0.5	3.9	-4.5	8.8	3.9	0.8	-1.0
Cc1c(C2=CCN(S(=O)(=O)c3ccc(Br)cc3)CC2)c2ccccc2n1C	101.0	-5.0	-22.1	-9.3	-3.0	11.8	4.7	-3.0	2.2
C/C(=N\NC(=O)C(=O)Nc1cc(Cl)ccc1Cl)c1ccncc1	98.0	-3.3	3.3	0.8	-1.4	6.0	1.7	-2.0	0.8
Cc1ccc(SC(C)C(=O)NCc2cccnc2)cc1 (stereo not given)	100.0	-19.8	-4.5	36.6	-1.6	7.9	2.3	-3.2	6.2
O=C(CSc1n[nH]c(-c2ccccn2)n1)Nc1cccc(Cl)c1	100.0	-18.6	-13.9	41.8	-2.0	-33.9	6.1	1.3	3.2
Cc1ccc(-c2cn3nc(-c4ccccc4)c(-c4ccccc4)nc3n2)cc1	83.0	-2.1	0.1	-0.3	2.2	25.0	-16.8	-1.3	nt
Cc1nccn1CC(=O)N/N=C/c1cccs1	99.0	-3.4	1.2	41.5	-0.8	24.7	6.0	-1.2	5.7
O=C(O)Cc1ccc(NCc2ccccc2Cl)cc1	99.0	-3.5	-2.9	-4.0	-2.2	-2.7	5.7	0.4	4.2
COc1cccc(/C=C2\SC(=S)N(CCCC(=O)N3CCCC3)C2=O)c1	102.0	-49.2	-4.4	32.7	-0.1	16.9	-6.0	-0.1	2.9
CCOC(=O)Cc1csc(NC(=O)CSc2nnc(-c3ccncc3)n2Cc2ccco2)n1	93.0	-34.6	nt	nt	-1.8	nt	1.2	-1.0	2.2
CC1=NNC(=O)C1CCC(=O)N/N=C/c1ccccc1 (stereo not given)	103.0	-8.6	-1.9	8.1	-2.5	9.6	6.9	-0.6	2.8
Cc1ccc(OCC(=O)Nc2ccc(NC(=O)c3cccs3)cc2)c(C)c1	99.0	-25.8	-2.3	36.0	-2.0	23.7	1.1	-0.1	-2.0

Single entries from the list:
Cc1ccc(OCC(=O)Nc2ccc(NC(=O)c3cccs3)cc2)c(C)c1 – MEKK3 PB1 HTS = 99.0
CC1=NNC(=O)C1CCC(=O)N/N=C/c1ccccc1 (stereo not given) – VIM-2 inh = -0.6
CCOC(=O)Cc1csc(NC(=O)CSc2nnc(-c3ccncc3)n2Cc2ccco2)n1 – FID counter = -34.6
COc1cccc(/C=C2\SC(=S)N(CCCC(=O)N3CCCC3)C2=O)c1 – VIM-2 inh = -0.1

Source: PubChem
